Screens (PubChem)
ROMK mod – ROMK potassium channel modulators, primary screen, cell-based, thallium flux, MLSMR library. ATP-sensitive inward rectifier potassium channel 1 (Homo sapiens), P48048. Tet-inducible ROMK, thallium flux fluorescence; actives lie on both sides. B-score at 10 µM. 130,000 tested, 2% active. AID 1918, 2009;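 active = signal ratio slope over the read window, or its plate-corrected B-score, at least 3 SD from the plate mean, either direction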;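 note: B-score of the F/F0 ratio slope over 7 to 12 s after thallium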
Target sequence (P48048 whole entry, looked up): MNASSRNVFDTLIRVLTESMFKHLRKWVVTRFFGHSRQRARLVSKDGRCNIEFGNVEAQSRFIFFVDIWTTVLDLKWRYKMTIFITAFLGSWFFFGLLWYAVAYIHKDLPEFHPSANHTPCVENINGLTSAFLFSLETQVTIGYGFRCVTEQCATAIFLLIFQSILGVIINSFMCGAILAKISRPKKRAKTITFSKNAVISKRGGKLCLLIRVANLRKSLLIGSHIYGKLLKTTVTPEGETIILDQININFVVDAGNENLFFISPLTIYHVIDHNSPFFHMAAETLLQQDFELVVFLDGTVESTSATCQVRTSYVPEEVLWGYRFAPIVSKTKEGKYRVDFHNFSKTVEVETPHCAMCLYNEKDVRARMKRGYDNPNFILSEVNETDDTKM
PPARg SRC-2 ag – agonists of PPARg-SRC-2 recruitment, primary screen, biochemical, HTS. Peroxisome proliferator-activated receptor gamma (Homo sapiens), P37231. PPARgamma LBD-SRC-2 recruitment. activation, % at 8 µM. 200,000 tested, 0.34% active. AID 1032, 2008; in the data active = activation above about 22%;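 note: 0% = vehicle and 100% = reference agonist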
Target sequence (P37231 whole entry, looked up, the tested form may be a part): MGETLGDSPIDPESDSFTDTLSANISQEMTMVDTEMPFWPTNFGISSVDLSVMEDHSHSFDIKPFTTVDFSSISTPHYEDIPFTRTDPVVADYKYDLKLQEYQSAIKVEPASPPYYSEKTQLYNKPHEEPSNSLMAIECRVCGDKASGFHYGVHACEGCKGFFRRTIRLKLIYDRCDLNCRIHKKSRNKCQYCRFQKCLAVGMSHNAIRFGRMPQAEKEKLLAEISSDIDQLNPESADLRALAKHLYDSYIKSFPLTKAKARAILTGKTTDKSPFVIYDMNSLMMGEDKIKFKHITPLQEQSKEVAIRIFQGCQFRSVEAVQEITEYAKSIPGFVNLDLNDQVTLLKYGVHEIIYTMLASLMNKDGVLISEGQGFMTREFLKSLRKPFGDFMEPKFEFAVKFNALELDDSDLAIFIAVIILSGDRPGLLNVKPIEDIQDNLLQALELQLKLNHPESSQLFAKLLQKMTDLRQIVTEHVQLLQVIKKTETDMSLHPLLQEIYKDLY
S1P3 antagonist – S1P3 receptor antagonists, primary screen, cell-based. Sphingosine 1-phosphate receptor 3 (Homo sapiens), Q99500. CHO S1P3 NFAT-BLA reporter, FRET fluorescence, antagonist mode. inhibition, % at 4.98 µM. 170,000 tested, 0.27% active;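 active = inhibition above the plate cutoff, the mean inhibition of test wells on that plate plus 3 SD, cut at about 28% in these data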;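 note: cells challenged with S1P at its EC80 of 0.8 µM; blue over green emission ratio from cleaved BLA substrate after 4 h stimulation; 0% = S1P-stimulated wells and 100% = unstimulated DMSO-only wells; some compounds past the cut are filed as inactive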
Lmaj promast – Leishmania major promastigote growth inhibition, primary screen. Leishmania major promastigotes, resazurin fluorescence viability. inhibition, % at 10 µM. 200,000 tested, 9% active; in the data active = inhibition above about 50%;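 note: promastigotes grown with compound for 44 hours at 28 °C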
RAM inhibit – inhibitors of the yeast RAM network, primary screen, dse1pr::URA3 reporter, 5-FOA selection | 190,000 tested, 1.8% active | S. cerevisiae dse1pr::URA3 reporter, 5-FOA growth OD615, 2 d; analog-sensitive cbk1-as2 kinase mutant strain | inhibition, % at 50 µM;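 active = inhibition above a set limit, 3 SD over mean compound inhibition, cut at about 8.4% in these data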;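 note: 0% = DMSO-only wells with no growth and 100% = 10 µM 1-NA-PP1 full growth; inhibition rescues growth on 5-FOA so higher OD means more RAM inhibition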
bIAP inhibitor – bovine intestinal alkaline phosphatase inhibitors, primary screen, selectivity assay for TNAP inhibitor project, biochemical, bovine IAP, CDP-star luminescence. alkaline phosphatase, intestinal [Bos taurus]. purified bovine IAP, 30 min. inhibition, % at 20 µM. 190,000 tested, under 10 active. AID 1019, 2008;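 active = over 50% inhibition of intestinal alkaline phosphatase at 20 µM in the single-dose screen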
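Assay system – bovine IAP enzyme · Quantity – bovine IAP at 1/65,000,000 final dilution · Detection – CDP-star luminescence signal · Times – 30 min reaction at room temperature · Also added – CDP-star substrate at 30 µM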
PPARg SRC-3 ag – PPARgamma agonists recruiting SRC-3 coactivator, primary screen, biochemical; Peroxisome proliferator-activated receptor gamma (Homo sapiens), P37231; biochemical PPARgamma/SRC-3 coactivator recruitment assay; activation, % at 8 µM; 200,000 tested, 0.26% active; in the data active = activation above about 23%;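 note: 0% = DMSO and 100% = reference agonist; some compounds past the cut are filed as inactive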
SRC2 TRFRET art – TR-FRET signal artefacts, primary screen, artefact control for PPARgamma SRC-2 agonist project, biochemical; TR-FRET artefact counter-screen; stronger effect = higher value; AID 1049, 2008; 200,000 tested, 0.4% active; TR-FRET ratio at 8 µM; in the data active = TR-FRET ratio above about 2000; note: inactives centre near 1500
DTT redox prof – compounds producing H2O2 with reducing agent – biochemical, NIH compound library profiling, artefact control for MLSCN library redox annotation, primary screen | DTT-dependent redox cycling H2O2, phenol red/HRP absorbance; 100% = 100 µM peroxide control, 0% = buffer | activation, % at 10 µM | 200,000 tested, 0.03% active | AID 878, 2007;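 active = activation of at least 50% relative to the plate's high and low controls in the primary single-dose screen; inactive = activation below 50%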;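 note: compound incubated with DTT at 0.8 mM final as the reducing agent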
HMGR II inh – inhibitors of E. faecalis class II HMGR, primary screen, biochemical, Enterococcus faecalis; purified E. faecalis HMGR, NADPH absorbance 340 nm kinetic; AID 1066, 2008; HMG-CoA reductase (Enterococcus faecalis, mvaE); inhibition, % at 10 µM; 190,000 tested, 0.41% active;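 active = inhibition above a set limit, the median over all tested compounds plus 3 SD, cut at about 9.5% in these data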;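 note: enzyme runs in reverse so mevalonate oxidation gives rising NADPH absorbance; 0% = complete reaction with DMSO and 100% = background rate lacking mevalonate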
PPARg SRC1 recr – PPARgamma agonists recruiting SRC-1 coactivator, primary screen, biochemical. activation, % at 8 µM. PPARgamma-SRC-1 coactivator recruitment biochemical assay. 200,000 tested, 0.41% active; in the data active = activation above about 19%;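 note: 0% = DMSO and 100% = reference agonist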
* marks the source's active call; other numbers are inactive results; nt = not tested or not shown.

SMILES	ROMK mod	PPARg SRC-2 ag	S1P3 antagonist	Lmaj promast	RAM inhibit	bIAP inhibitor	PPARg SRC-3 ag	SRC2 TRFRET art	DTT redox prof	HMGR II inh	PPARg SRC1 recr
Cc1ccc(-n2cc[nH]c2=S)c(C)c1	0	-3	-14	2	-0.3	-43	-5	1411	0.3	-5	-1
O=S(=O)(NCC1CCCO1)c1ccc(Br)s1 (centres undefined)	0.15	13	nt	-5	-0.5	19	9	1612	0.8	-5	0
Cc1cc(C)c2c(N)c(C(=O)c3ccc(Cl)cc3)sc2n1	1	5	-7	71*	0.5	2	-1	1582	-0.2	0	-7
COc1ccnc(Oc2ccc(F)cc2)c1C#N	1.1	15	13	-3	2.9	-2	9	1667	-1.7	-5	8
O=C(c1cccc(F)c1)N1CCC(O)(c2cccnc2)CC1	nt	10	nt	1	-0.1	-1	0	1640	1.4	5	2
COc1cc(NC(=O)C2CCCO2)c(OC)cc1NC(=O)c1ccccc1 (centres undefined)	nt	9	13	83*	0.4	15	4	1527	-3.5	-5	3
COC(=O)c1ccc(CSc2nnc(Nc3cccc(OC)c3)s2)o1	nt	4	nt	-2	3.4	15	8	1617	0.7	0	3
N#CC1=C(N)OC2=C(CC/C2=C\c2ccc(F)cc2)C1c1ccc(F)cc1 (centres undefined)	nt	7	-9	100*	3.3	12	1	1504	0.4	-6	-6
CCOC(=O)c1cc2c(=O)n3cccc(C)c3nc2n(Cc2ccco2)c1=NC(=O)c1cccnc1	nt	11	-12	86*	1.4	-2	10	1688	0.3	1	2
O=C(COC(=O)CNC(=O)c1ccccc1F)Nc1cccc(S(=O)(=O)N2CCCCCC2)c1	-0.23	4	-1	8	5.3	-12	-1	1535	0.0	-1	-2
COc1cccc(C(=O)Nc2ccc(C(F)(F)F)n(C)c2=O)c1	0.43	11	-8	-8	3.3	4	5	1825	-0.5	-1	8
CC1=CSC2=NC(=O)/C(=C/c3cccc(OC(=O)c4ccco4)c3)C(=N)N12	0.71	5	-9	-7	6.3	18	9	1557	-0.8	2	2
CC(C)(C)NC(=O)C(c1cccs1)N(Cc1cccs1)C(=O)c1ccc(CN2CCOCC2)o1 (centres undefined)	0.025	10	-6	3	0.0	-7	2	1646	0.0	6	10
CN(C)S(=O)(=O)N1CCN(c2ccc([N+](=O)[O-])c(N3CCOCC3)c2)CC1	0.43	1	14	5	1.1	3	5	1851	-0.1	-8	3
O=C(NCCN1CCOCC1)c1ccccc1Oc1ccccc1	nt	-4	4	-3	2.8	9	-6	1371	1.3	-2	-3
C/C(=N/NC(=O)C1CCN(S(=O)(=O)c2ccc(C)cc2)CC1)c1cccc([N+](=O)[O-])c1	-2.5*	2	-3	45	6.3	4	0	1486	0.1	-3	12
CCCCC(CC)CNC(=O)Cn1c(=O)[nH]c2ccsc2c1=O (centres undefined)	-0.54	3	-10	2	0.2	-3	3	1747	-0.6	2	7
CCn1c(CCCNC(=O)c2ccc(F)cc2)nc2ccccc21	nt	10	nt	4	0.9	8	1	1629	-0.3	-3	1
CC(C)(C)n1ncc2c(=O)n(CC(=O)NCc3ccco3)cnc21	nt	5	-2	2	-0.5	6	11	1595	0.2	-7	7
O=C(NN=C1C2CC3CC(C2)CC1C3)c1cc(Cl)ccc1O	nt	1	nt	-9	-0.9	-1	7	1507	2.1	-7	9
O=S(=O)(N1CCCCC1)N1CCN(CC(O)COc2ccc3cc(Br)ccc3c2)CC1 (centres undefined)	-0.24	-2	nt	-4	1.2	6	0	1545	1.7	-2	0
Cc1ccc(C(=O)Oc2cc(N)n(S(=O)(=O)c3ccc(C)cc3)n2)cc1	2.2	-7	-14	-9	3.7	-7	6	1400	-0.4	-5	4
CCc1nc2sc3ccccc3c(=O)c2c(=O)n1Cc1ccco1	nt	2	-12	-4	1.8	9	-7	1603	-0.5	0	3
COc1ccc(-n2nc(C(=O)NCC(=O)NCc3ccco3)c3ccccc3c2=O)c(OC)c1	-0.99	-1	nt	-2	5.3	0	-2	1310	0.3	-8	2
CCOc1ccc(NC(=O)/C=C/c2ccc(OC)cc2)c([N+](=O)[O-])c1	0.36	2	-16	44	2.1	1	1	1641	0.8	6	0
The list goes on.
SMILES	ROMK mod	PPARg SRC-2 ag	S1P3 antagonist	Lmaj promast	RAM inhibit	bIAP inhibitor	PPARg SRC-3 ag	SRC2 TRFRET art	DTT redox prof	HMGR II inh	PPARg SRC1 recr
CSc1nc2ccccc2cc1/C=C(\C#N)c1ccccc1	nt	8	nt	0	6.4	12	7	1490	-6.0	-1	0
C=CCOc1c(CNc2cccc(C(=O)O)c2)cccc1OCC	nt	3	nt	-11	-2.0	-4	-2	1617	1.3	-4	1
O=C1CC(N2CCC(Cc3ccccc3)CC2)C(=O)N1CCc1ccccc1 (centres undefined)	0.26	7	nt	19	0.6	1	-7	1585	0.2	-3	3
O=C(O)CCN1C(=O)C2C3CC(C2C1=O)C1C(c2ccccc2)c2sc(=O)n(-c4ccccc4)c2SC31 (centres undefined)	0.67	10	-5	-6	1.3	-28	3	1557	-0.3	-5	7
CC(C)c1ccc(NC(=S)N(C)CCc2ccccn2)cc1	nt	3	-26	3	1.4	-10	2	1565	-0.9	1	6
Cc1ccc(-c2ccccc2)n1-c1ccc(C(=O)O)cc1	nt	-2	-13	-3	0.7	-12	-1	1448	-0.5	-4	-6
CCc1nc2ccccc2n1Cc1cc(=O)n2cc(C)ccc2n1	0.039	2	-10	5	0.4	6	-6	1529	1.5	-4	0
O=C(Cc1coc2ccc3ccccc3c12)N1CCN(c2ncccn2)CC1	nt	12	5	1	2.6	-1	10	1696	-0.1	0	12
C#CCOCCOCCOCCNc1nc(N2CCN(C(=O)[C@H](CCC(=O)O)n3cc(C(N)[C@H](C)CC)nn3)CC2)nc(N2CCN(C(=O)[C@H](Cc3cc4ccccc4[nH]3)n3cc(C(N)[C@H](C)CC)nn3)CC2)n1 (some centres undefined)	nt	1	7	-10	-0.4	-18	4	1497	0.6	-2	-2
Cc1ccc2cc3c(N)c4c(C)ccc(C)c4nc3nc2c1	-2.7	19	4	100*	1.7	13	6	1593	-2.3	-10	10
C=CSc1sc(Cl)c(N(CC)CC)c1[N+](=O)[O-]	2.1	-1	2	6	2.6	-14	10	1487	-1.9	-5	-5
CCN(CC)C(=O)COc1ccc(-c2ccccc2)cc1	2.3	-2	11	-2	-0.1	1	-16	1430	2.1	-1	2
COCc1cc(C)n(CC(=O)Nc2ccccc2OC)c(=O)c1C#N	nt	-1	-1	-7	2.6	9	-5	1519	2.4	-5	6
Cc1nc2nc(COc3ccccc3)[nH]n2c(=O)c1Cl	0.88	0	-11	-9	1.5	7	-2	1482	-0.5	-3	4
CC(=O)c1ccc(OCC(=O)c2cc(C)n(-c3ccc4c(c3)OCO4)c2C)cc1	nt	5	-1	4	4.3	3	-2	1565	-0.3	0	-1
Cc1nc2ccccc2c2c(N)c3ccccc3n12	-1.2	5	-12	51*	3.1	9	11	1519	-3.6	-1	-2
O=C(Oc1nsnc1N1CCOCC1)c1ccccc1	0.87	0	nt	-4	0.6	18	11	1681	-0.3	0	3
COc1cc(/C=C2\SC(N)=NC2=O)ccc1OCC(=O)Nc1ccc(C)cc1	nt	7	13	-6	1.7	4	-5	1637	0.7	7	4
O=C(OC1CCCCC1)c1ccc(NC(=O)c2ccco2)cc1	nt	9	35	75*	0.6	13	0	1503	1.3	-1	3
Cc1ccc(CSc2nnc(SCC(=O)N/N=C/C=C/c3ccco3)s2)cc1	nt	5	-7	-4	-1.0	-5	9	1383	1.0	-4	-4
O=c1[nH]c(N2CCCCC2)nc2c1CCCC2	nt	1	30	7	0.1	11	-7	1484	2.5	-5	-11
CCOC(=O)c1sc2nccc(OC)c2c1N=CNOC	0.11	-1	-12	9	0.9	-3	2	1641	-0.3	-2	4
Cc1cc(=O)oc(C)c1C(=O)Nc1ccc2nsnc2c1	-0.099	8	nt	-8	2.1	6	-4	1589	-0.7	-3	6
COc1ccc(C(c2nnnn2CC2CCCO2)N2CCN(c3ccccc3)CC2)cc1 (centres undefined)	nt	6	15	-2	-0.1	4	0	1585	1.4	-7	2
O=[N+]([O-])c1cc(S(=O)(=O)N2CCCC2)ccc1N/N=C/c1cccs1	0.11	-3	nt	-5	7.0	48	-6	1415	0.8	-5	3

The final two records of the section above come first, to join the parts:
SMILES	ROMK mod	PPARg SRC-2 ag	S1P3 antagonist	Lmaj promast	RAM inhibit	bIAP inhibitor	PPARg SRC-3 ag	SRC2 TRFRET art	DTT redox prof	HMGR II inh	PPARg SRC1 recr
COc1ccc(C(c2nnnn2CC2CCCO2)N2CCN(c3ccccc3)CC2)cc1 (centres undefined)	nt	6	15	-2	-0.1	4	0	1585	1.4	-7	2
O=[N+]([O-])c1cc(S(=O)(=O)N2CCCC2)ccc1N/N=C/c1cccs1	0.11	-3	nt	-5	7.0	48	-6	1415	0.8	-5	3
Cc1cc(C(=O)Nc2sc3c(c2C#N)CCCC3)no1	3.6*	5	-13	-10	5.0	11	0	1634	-0.3	2	2
CN(C)CCNc1nc(-c2ccccc2)nnc1C(F)(F)F	nt	7	nt	-3	0.5	5	2	1526	2.2	-3	2
O=C(NN1C(=O)C2C3c4ccccc4C(c4ccccc43)[C@@H]2C1=O)c1ccccc1 (some centres undefined)	0.059	-3	0	13	5.7	3	1	1478	-0.3	-2	-3
CC(C)(C)NC(=O)C(c1ccco1)N(C(=O)Cn1nnc(-c2ccc(F)cc2)n1)c1cccc(F)c1 (centres undefined)	0.057	1	-11	6	9.2*	5	0	1648	-0.1	1	5
Cc1cc2ccccn2c1C(=O)Nc1ccccc1	nt	5	-2	-3	2.9	13	1	1398	0.0	-7	1
CN(C(=O)c1ccno1)c1nnc(-c2cnccn2)s1	nt	2	0	-3	0.0	3	-2	1694	3.0	-4	-2
Cc1cc(C)n2c(=O)c3ccc(Cl)cc3nc2c1C#N	2.5	-3	-15	-6	-0.4	-13	-1	1331	-0.2	-4	1
Cn1cc(Cl)c(C(=O)Nc2nc3ccc([N+](=O)[O-])cc3s2)n1	nt	3	-35	-3	0.6	13	2	1445	1.0	-1	0
Cc1ccc2c(CN3CCN(S(=O)(=O)c4ccc5c(c4)OCCO5)CC3)cc(=O)oc2c1C	nt	6	-18	48	3.6	15	2	1615	-1.0	6	0
O=C(CCCc1ccccc1)NCc1cccnc1	nt	0	-14	-6	-0.1	11	0	1632	-2.9	-2	-4
O=C1CSC(c2cccc([N+](=O)[O-])c2)N1c1ccccc1F (centres undefined)	0.9	6	-11	6	1.1	-2	3	1650	-1.0	-4	1
